# Mdm2 MdmX PPI = inhibitors of human Mdm2-MdmX association, primary screen, cell-based, luminescence, split luciferase, SaOS-2, uHTS; Protein Mdm4 (Homo sapiens) + E3 ubiquitin-protein ligase Mdm2 (Homo sapiens), …; SaOS-2 split-luciferase Mdm2/MdmX complementation; inhibition, % at 8 µM; 3% of 330,000 active;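 active = inhibition of at least 50% at 8 µM in the primary screen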
# APJ ag = agonists of human apelin receptor APJ, primary screen, CHO-K1 cells, PathHunter beta-arrestin, luminescence; 0% DMSO wells, 100% apelin; AID 2520, 2010; 0.11% of 330,000 active; P35414; activation, % at 20 µM;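 active = activation more than six SD over the plate average, tested at 20 µM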;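 also: 0% = DMSO alone and 100% = apelin-13 at 10 nM; some results filed as inactive read as strong as hits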
# Target sequence (P35414 whole entry, looked up): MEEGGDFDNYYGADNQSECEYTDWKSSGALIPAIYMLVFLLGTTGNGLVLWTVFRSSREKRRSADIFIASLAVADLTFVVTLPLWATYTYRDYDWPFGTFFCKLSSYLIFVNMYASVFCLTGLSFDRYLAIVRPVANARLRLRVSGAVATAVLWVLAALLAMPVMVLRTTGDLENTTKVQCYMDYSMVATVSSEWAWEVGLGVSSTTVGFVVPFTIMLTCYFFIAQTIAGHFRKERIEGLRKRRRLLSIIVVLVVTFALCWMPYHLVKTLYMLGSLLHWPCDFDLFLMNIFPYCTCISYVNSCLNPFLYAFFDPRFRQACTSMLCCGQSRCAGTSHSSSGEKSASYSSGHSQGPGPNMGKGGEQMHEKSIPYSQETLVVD
#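 Test system: CHO-K1 APJ beta-arrestin complementation cell line. Amount: cell density 1000 per well. Controls: DMSO negative, 10 nM Apelin-13 positive. Signal: luminescent beta-gal fragment complementation, chemiluminescent substrate. Read-out basis: agonist-driven arrestin binding to APJ. Timing: compound stimulation 90 min at 25 °C, detection 60 min.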
# tim23-1 inh = growth inhibitors of tim23-1 mutant yeast, primary screen, luminescence, uHTS; S. cerevisiae tim23-1 growth, BacTiter-Glo luminescence, 24 h; inhibition, % at 20 µM; 1.3% of 330,000 active; AID 463212, 2010;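 active = growth inhibition of the mutant yeast at or above 50%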;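 also: temperature-sensitive mutant grown at 25 °C; plate controls were DMSO-treated mutant yeast for no effect and medium wells lacking yeast for full effect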
# 697 NFkB inh = inhibitors of PMA/ionomycin-induced NF-kB reporter, 697 cells, primary screen, B-cell NF-kB inhibitor project, cell-based, luminescence, uHTS | 697 B-cell NF-kB luciferase reporter, 16 h | 0.33% of 330,000 active | inhibition, % at 4 µM | AID 435022, 2010; in the data active = inhibition above about 35%
# Jurkat NFkB inh = inhibitors of induced NF-kB luciferase reporter, primary screen, TCR NF-kB activation inhibitor project, cell-based, luminescence, uHTS. Jurkat, PMA/ionomycin-induced NF-kB luciferase reporter. inhibition, % at 4 µM. 0.53% of 330,000 active. AID 435003, 2010; in the data active = inhibition above about 50%
# CHOP UPR activ = activators of apoptotic CHOP UPR arm, primary screen, cell-based, CHO-CHOP luciferase reporter, luminescence, uHTS | UPR activation; percent of tunicamycin response over DMSO baseline | activation, % at 10 µM | 0.34% of 330,000 active | AID 449763, 2010;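 active = at 10 µM dose, activation of 40% or more, normalized to positive control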;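 also: 100% = tunicamycin at 10 µg/mL and 0% = DMSO alone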
#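 Test system: CHO CHOP reporter cells. Input: 500 CHO-CHOP cells per well. Medium: F12 with 10% FBS. Technique: luciferase luminescence. Measure: percent activation relative to tunicamycin control. Dosing: 10 µM compound, 0.5% DMSO. Timing: 16-18 h cell attachment, then 6 h compound exposure, 37 °C.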
# APJ antagonist = antagonists of human apelin receptor APJ, primary screen, CHO-K1 cells, beta-arrestin complementation, luminescence; P35414; inhibition, % at 20 µM; 0.32% of 330,000 active; AID 2521, 2010;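 active = inhibition above about 40% at 20 µM, limit read from the data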;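 also: cells challenged with 10 nM apelin-13 agonist together with compound; plate controls were apelin-13 plus DMSO wells for no effect and DMSO wells lacking apelin-13 for full effect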
# XBP1 UPR activ = activators of adaptive XBP1 UPR arm, primary screen, cell-based, CHO-XBP1 luciferase reporter, luminescence, uHTS; IRE1-XBP1 UPR activation; percent of tunicamycin response, DMSO as zero; activation, % at 20 µM; 0.33% of 330,000 active; AID 463104, 2010;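 active = versus positive control, 20 µM dose yields 30% or more activation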;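 also: 100% = tunicamycin at 10 µg/mL and 0% = DMSO only wells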
#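 Material – CHO cell line with stable XBP1 luciferase reporter · Buffer or medium – F12 plus 10% FBS · Compound – single point, 20 µM final compound, 1% DMSO · Schedule – 16-18 h cell attachment at 37 °C, then 6 h compound exposure · Signal – Steady-Glo luminescence read · Benchmarks – high control tunicamycin 10 µg/mL final, low control DMSO vehicle only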
# Numbers without * were called inactive; . = no result given.
SMILES,Mdm2 MdmX PPI,APJ ag,tim23-1 inh,697 NFkB inh,Jurkat NFkB inh,CHOP UPR activ,APJ antagonist,XBP1 UPR activ
COc1cc(OC)cc(C(=O)NN2CCOCC2)c1,3.5,12.8,-6.2,4.8,7.0,2.0,15.5,-1.9
Cc1ccc(C)c(N2CCN(C3CCCC(C)C3)CC2)c1 (configuration not stated),3.6,-5.4,-8.2,-18.9,11.3,-0.6,23.1,-5.2
CCCCC1C2C(=O)N(c3ccccc3)C(=O)C2ON1c1ccccc1 (configuration not stated),27.8,-7.7,14.3,-11.8,17.1,0.3,23.9,0.5
COc1ccc2oc(-c3ccc(C)c(NC(=O)CSc4ccc(Cl)cc4)c3)nc2c1,13.3,1.3,1.9,-120.3,-58.1,3.5,-24.2,1.9
COc1ccc(C(=O)OCC(=O)NCc2cccs2)c(OC)c1OC,6.9,-2.3,7.0,1.6,-28.4,0.8,-7.9,-1.7
COc1ccc(NS(=O)(=O)c2cn(C)c(=O)n(C)c2=O)cc1,-13.3,-1.4,6.0,0.4,2.4,-0.4,10.4,-1.5
O=C(O)CSc1ncnc2nc[nH]c12,13.8,-1.8,-2.0,-28.0,-5.7,-0.4,-10.4,-1.9
O=C1CCCN1CN(C(=O)c1ccccc1)c1ccccc1,7.0,-7.7,12.2,6.0,-7.5,1.0,6.4,-4.7
N#Cc1nc(-c2ccccc2F)oc1NCc1ccccc1,9.1,-3.4,47.2,2.8,-13.1,3.7,17.3,-0.3
COc1ccc(S(=O)(=O)N2CCOCC2)cc1NC(=O)COc1ccc2c(C)cc(=O)oc2c1,7.7,2.1,-14.6,8.2,-11.6,-0.7,-19.5,0.5
CC(CNS(=O)(=O)c1ccccc1)Sc1nncn1C (configuration not stated),-5.2,0.5,2.6,-0.8,2.2,1.4,-14.2,-2.5
O=C(NCC(=O)N(c1ccccc1)C(C(=O)NCC1CCCO1)c1ccccc1)c1ccco1 (configuration not stated),-38.0,-1.1,21.1,15.7,-4.3,1.0,-4.2,2.0
CC(C)Cc1nnc(NC(=O)Nc2ccccc2)s1,-72.5,-0.4,38.0,-104.4,-82.5,1.9,6.0,1.3
CC(=O)Nc1ccc(C(=O)NCC(c2ccco2)N(C)C)cc1 (configuration not stated),13.2,-6.8,10.0,19.0,10.6,1.0,-26.2,0.3
CCC(=O)N(CC)c1nc(-c2ccc(OC)cc2)cs1,-15.4,-0.7,14.7,-63.8,-37.6,7.4,0.7,-0.1
Cc1ccc(N/N=C(\C#N)C(=O)c2ccsc2)cc1,-1.2,-8.4,26.6,-31.9,0.0,4.0,25.4,2.1
CCc1ccc2c(CN3CCc4cc(OC)c(OC)cc4C3)cc(=O)oc2c1,4.8,-5.0,7.8,-29.0,5.9,-0.1,-7.1,-1.3
Cc1cccc(CC(=O)NCC(=O)NCc2cc(=O)n(C)c(=O)n2C)c1,-29.2,-3.6,7.3,-9.7,4.6,0.0,15.2,-0.7
Cc1cc(C)cc(NC(=O)CN2CCN(CCN=CC3=C(O)CC(c4ccc(Cl)cc4)CC3=O)CC2)c1 (configuration not stated),3.1,-3.1,14.7,8.8,10.7,-0.6,4.6,-5.7
COc1cccc(CC(=O)Nc2cc(C(F)(F)F)ccc2N2CCCC2)c1,-2.0,-10.6,6.3,14.3,-9.4,-0.4,4.9,-6.4
O=C(Nc1cccc(NC(=O)c2ccc(Br)o2)n1)c1ccc(Br)o1,11.3,-2.9,-7.9,9.1,10.4,0.3,-3.7,-1.8
CCN(CC(=O)NCc1cccs1)S(=O)(=O)c1ccccc1Cl,-2.3,6.9,15.7,18.7,21.2,2.0,20.7,0.5
CC1CCN(CCOCCOc2ccccc2-c2ccccc2)CC1,22.1,-1.7,2.0,-22.4,6.7,-0.2,2.2,0.1
O=C(COC(=O)/C=C/c1ccc(S(=O)(=O)N2CCOCC2)cc1)NCc1ccccc1,12.1,-0.4,11.1,24.5,10.2,2.6,-13.5,0.6
CN(C)/N=C/c1ccc(Sc2ccccc2[N+](=O)[O-])o1,30.3,-3.0,25.6,-12.4,-9.7,0.7,10.9,-2.7
Cc1ccc(NC(=O)Nc2nc3ccc(S(C)(=O)=O)cc3s2)cc1,14.4,7.6,-18.4,-3.2,-15.7,9.3,-48.9,5.2
O=S(=O)(/C=C/c1ccccc1)Nc1ccc(F)cc1,9.2,-3.4,15.9,5.5,-6.0,2.6,-6.8,-3.5
COc1cccc(C(=O)NCC2CCCN(C3CCCCC3)C2)c1OC (configuration not stated),4.6,-2.8,-13.2,3.0,-9.8,-0.9,8.9,-2.9
CCc1ccccc1NC(=O)N1CCC(NC(=O)C(Cc2ccccc2)NC(C)=O)CC1 (configuration not stated),7.3,-2.0,6.5,14.8,-2.4,-1.9,-9.2,-1.9
COC(=O)C1CCN(C(=O)COC(=O)/C=C/c2ccc(O)c(OC)c2)CC1,6.6,-3.7,11.3,8.5,-2.1,-0.6,-3.8,-2.6
O=C(CCc1nnc(COc2ccccc2)o1)NCc1ccccc1,-37.2,-1.0,-1.8,-13.5,-8.9,5.6,6.8,-3.5
COc1ccccc1NC(=O)Nc1cnccn1,-24.9,-0.8,-0.7,4.4,2.3,-2.2,12.2,2.0
Cc1ccccc1Nc1nc(N)nc(COC(=O)c2cccn2C)n1,-76.3,0.0,0.6,-56.8,-50.8,3.0,2.3,3.3
Cc1ccc(N2CC(=O)Nc3c(sc4nc(C)cc(C)c34)C2=O)cc1,5.6,-2.2,30.6,13.3,5.6,-0.2,10.9,-1.9
COc1ccc(-n2c(C)nc3cc(C(=O)NCCN4CCOCC4)ccc32)cc1,-4.2,-7.0,-6.6,12.9,-4.3,-1.5,12.9,-1.4
CC(C)CCn1c(O)c(N=Nc2ccccn2)c2ccccc21,-2.2,-2.7,20.8,-22.9,-9.7,1.6,-7.9,3.0
C[S+](CC[C@H](N)C(=O)O)C[C@H]1O[C@@H](n2cnc3c(N)ncnc32)[C@H](O)[C@@H]1O (some centres not stated),27.8,-3.1,10.6,9.3,-3.8,0.7,-2.8,-8.0
CSc1nnc(-c2ccccc2Cl)o1,15.7,-2.8,3.3,-11.8,-7.9,3.4,4.8,-0.9
CCOc1ccc(C2C(C#N)=C(N)Oc3cc(C)n(Cc4ccco4)c(=O)c32)cc1OC (configuration not stated),6.1,-2.7,4.8,12.3,-4.6,-1.5,-1.0,-5.5
CCC(C)[C@H](N)c1nnc(SCc2cccc(F)c2)o1 (some centres not stated),9.1,-5.3,16.6,9.9,3.6,-0.2,8.1,1.6
COC(=O)c1cccc(NC(=O)CCNC(=O)c2ccc([N+](=O)[O-])cc2)c1,26.4,0.0,3.1,1.3,8.7,1.2,-30.3,0.0
COCC(C)n1c(SCC(=O)NC(=O)Nc2ccc3c(c2)OCCO3)nc2ccccc2c1=O (configuration not stated),-18.7,0.7,24.2,-13.3,-9.9,-2.1,16.2,-2.5
Cc1[nH]n(-c2ncc(-c3ccc(Cl)cc3)s2)c(=O)c1C(c1ccc(Cl)cc1)C(C#N)C#N (configuration not stated),-21.1,-4.6,43.4,5.6,-4.4,4.4,23.4,0.7
COC(=O)c1ccc(CSc2nnc(-c3ccc4c(c3)OCO4)n2-c2ccccc2)o1,-2.3,0.8,22.8,-38.1,5.7,0.4,9.8,-2.3
Cc1cccc(C(=O)NNC(=O)c2ccccc2C)c1,-9.3,-4.8,-1.8,-6.2,-11.9,1.4,-12.5,1.5
CCN(CC)S(=O)(=O)c1cccc(S(=O)(=O)N2CCCCC2)c1,25.8,-1.0,32.7,12.5,-13.4,1.3,14.1,-2.0
O=C(COC(=O)C1CCCN1C(=O)c1cccs1)Nc1ccc2c(c1)OCO2 (configuration not stated),20.8,-3.7,13.6,9.2,-6.7,-2.6,-18.3,-3.3
O=S(=O)(c1ccccc1)N1CCN(S(=O)(=O)N2CCCCC2)CC1,3.1,-4.9,7.8,-9.3,-2.8,-0.1,-9.3,0.2
Cc1[nH]c2ccc(C(=O)N3CCCCC3)cc2c1C,-104.9,-3.2,31.8,-75.6,-104.2,3.5,11.9,0.5
O=C1c2ccccc2[C@@H]2C[C@@H](O)[C@H](Nc3cccc4ccccc34)CCN12,22.0,.,43.5,4.6,.,8.3,.,2.6
Cc1ccccc1NS(=O)(=O)c1ccc(C(=O)N2CCCCCCC2)cc1,7.9,-3.6,13.4,-4.8,12.6,-1.7,-28.9,-2.8
O=C(CN1CCCc2ccccc21)Nc1ccccc1[N+](=O)[O-],-11.3,-3.4,12.4,2.4,-20.7,0.2,15.2,3.6
CCCOc1ccc(S(=O)(=O)NCc2ccc(OC)cc2)cc1,23.0,-2.4,42.4,1.3,-2.3,0.5,1.2,-1.8
CCCCOc1ccc(C(C)NC(=O)C2CCCN(S(=O)(=O)CC)C2)cc1 (configuration not stated),9.0,-2.4,-0.3,22.1,0.3,-2.7,17.8,-5.6
COc1ccc(NC(=S)c2ccc(N(C)C)cc2)cc1,-175.5,-4.2,9.0,-104.6,-100.4,6.4,-14.2,2.8
COc1cc(NC(=O)c2cc3sccc3n2C)cc(OC)c1,-91.2,-1.9,53.0*,-83.5,-94.2,4.8,2.0,1.3
Cc1ccc(OCC(=O)Nc2ccc(CN3CCOCC3)cc2)cc1C,7.3,5.2,8.5,14.1,22.9,0.8,-17.4,-6.5
COC(=O)C(C)n1cnc2c(nnn2Cc2ccc(Cl)cc2)c1=O (configuration not stated),-0.8,-3.7,-5.5,15.0,5.0,0.8,-14.0,0.3
COC(=O)[C@@]1(Cc2ccccc2)[C@H]2C(=O)N(Cc3ccccc3)C(=O)[C@H]2[C@H]2CN=C(SCC3CC3)N21,40.4,.,41.1,9.7,.,2.9,.,-1.6
Cc1cc(C)n(CCN(C)C(=O)CCc2nnc(CCC3CCCCC3)o2)n1,-46.9,-2.6,12.3,-56.6,-76.0,2.2,12.0,0.4
COc1ccc(C(=O)NC2CC2)cc1OC1CCN(Cc2ccc(F)cc2F)CC1,12.6,1.4,8.2,8.1,10.0,1.0,-4.3,-6.6

# Entries shown so far containing a nitro group on carbon (three):
SMILES,Mdm2 MdmX PPI,APJ ag,tim23-1 inh,697 NFkB inh,Jurkat NFkB inh,CHOP UPR activ,APJ antagonist,XBP1 UPR activ
CN(C)/N=C/c1ccc(Sc2ccccc2[N+](=O)[O-])o1,30.3,-3.0,25.6,-12.4,-9.7,0.7,10.9,-2.7
COC(=O)c1cccc(NC(=O)CCNC(=O)c2ccc([N+](=O)[O-])cc2)c1,26.4,0.0,3.1,1.3,8.7,1.2,-30.3,0.0
O=C(CN1CCCc2ccccc21)Nc1ccccc1[N+](=O)[O-],-11.3,-3.4,12.4,2.4,-20.7,0.2,15.2,3.6

# Screening data as filed in PubChem BioAssay.
